Neddyl block: blocks human cullin neddylation | P61081+Q13564 | TR-FRET cullin neddylation, biochemical | calls only at 25 µM | 0.58% of 360,000 active; in the data active means inhibition above about 36%
E coli Lon inh: inhibitors of E. coli Lon protease; P0A9M0; purified E. coli Lon protease, fluorescence polarization; inhibition, % at 7.94 µM; 0.42% of 360,000 active; in the data active means inhibition above about 13%, passing the limit was not always enough;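 further: 0% = enzyme with probe and DMSO and 100% = no enzyme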
FAS-TE inh: FAS thioesterase (human) inhibition; recombinant FAS-TE, OMFH fluorogenic substrate, fluorescence endpoint; 0.67% of 360,000 active; inhibition, % at 15 µM;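 active means compounds whose normalised, plate-corrected inhibition of enzyme fluorescence in the single-dose primary screen is 50% or more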;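 further: 0% = DMSO with enzyme and 100% = substrate without enzyme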
MsrA act: activators of bovine methionine sulfoxide reductase A | purified bovine MsrA, absorbance read-out | activation, % at 10.6 µM | 0.3% of 360,000 active | AID 602163; in the data active means activation above about 7.5%;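 further: 0% = vehicle and 100% = reference activator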
CSN deneddyl inh: CSN deneddylation inhibition; inhibition, % at 12.5 µM; Q92905; 0.38% of 360,000 active; AID 651999; Purified CSN, SCF-Nedd8-OG deneddylation, fluorescence polarization;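 active means pattern-corrected inhibition above about 35%, with an unprinted fluorescence ratio check between 0.5 and 1.5, limit read from the data, passing the limit was not always enough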;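 further: 0% = enzyme with substrate and 100% = substrate without enzyme; some results filed as inactive read as strong as hits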
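test system = HEK293T-derived human Csn5 enzyme | amount = 0.24 nM Csn5 enzyme, final concentration | medium = Tris/NaCl/DTT buffer, pH 7.5 | schedule = 90 min reaction at room temperature | signal = FP | evaluation = inhibition of Csn5 cleavage, % | compound dosing = single dose of 12.5 µM compound with 0.25% DMSO | probe or stimulus = 10 nM SCFSkp2-Nedd8OG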
MLLE-PAM2 inh: blocks PAM2 peptide binding to the PABP1 MLLE domain | 0.36% of 360,000 active | GST-MLLE / FITC-PAM2 fluorescence polarization | inhibition, % at 20 µM | P11940 | AID 588489; in the data active means inhibition above about 35%, passing the limit was not always enough;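 further: plate controls were DMSO wells with GST-MLLE for no effect and wells lacking GST-MLLE protein for full effect; some results filed as inactive read as strong as hits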
Rin1-Abl PPI inh: blocks binding of human Rin1 to Abl; P00519+Q13671; TR-FRET Rin1/Abl binding, biochemical; inhibition, % at 7.35 µM; 0.4% of 360,000 active; AID 588664; in the data active means inhibition above about 5%, passing the limit was not always enough
MsrA inh: inhibitors of bovine MsrA | 0.75% of 360,000 active | inhibition, % at 15.5 µM | AID 651718 | purified bovine MsrA, absorbance read-out; in the data active means inhibition above about 4.5%;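 further: 0% = vehicle wells with enzyme and 100% = reference inhibitor wells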
TbMetRS inhib: blocks T. brucei methionyl-tRNA synthetase activity. purified T. brucei MetRS, ATP depletion, Kinase-Glo luminescence. inhibition, % at 11.9 µM. 0.4% of 360,000 active. AID 624268;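 active means inhibition above a per-plate cutoff of the control wells' mean inhibition plus 3 SD, cut at about 5.5% in these data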;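 further: 0% = DMSO wells median and 100% = median of wells with control inhibitor compound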
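Test system: purified T. brucei MetRS enzyme. Also added: ATP, methionine and E. coli bulk tRNA substrates. Compound: 11.9 µM single point. Schedule: 15 min enzyme-compound preincubation, 2 h reaction, 10 min detection, 25 °C. Signal: luciferase luminescence of residual ATP, Kinase-Glo. Evaluation: percent inhibition versus plate control medians. Controls: DMSO wells, low control.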
Numbers without * were called inactive; i = inactive; . = no result given. Not a hit list. Share with any hit: about 4%.

SMILES	Neddyl block	E coli Lon inh	FAS-TE inh	MsrA act	CSN deneddyl inh	MLLE-PAM2 inh	Rin1-Abl PPI inh	MsrA inh	TbMetRS inhib
Cc1cc(-c2[nH]nc3c2C(c2cccc(O)c2)C(C#N)=C(N)O3)c(C)s1 (stereo not drawn)	i	-16.5	-5.8	-6.2	0.0	2.6	-3.4	-1.1	-0.5
Cc1ccc(C(=O)Nc2ccc(S(=O)(=O)NC3=NCCCCC3)cc2)cc1S(=O)(=O)N1CCOCC1	i	-0.6	-1.2	-6.2	-3.7	2.7	0.2	-0.4	-0.6
COc1ccc(S(=O)(=O)NN(C)c2ncc(C(F)(F)F)cc2Cl)cc1	i	-7.8	0.0	-2.1	0.4	-3.7	1.5	-0.3	-0.6
c1ccc(C(CN2CCCCC2)Oc2ccccn2)cc1 (stereo not drawn)	i	-10.8	-3.5	-3.8	-2.3	1.8	3.3	-0.9	-0.1
O=C(NC1=NCCS1)C1CCN(S(=O)(=O)c2ccc(Cl)cc2)CC1	i	-3.6	-1.8	-2.2	3.8	9.1	3.0	1.0	-0.4
COc1ccc(CC(=O)Nc2ccccc2C(=O)N2CCOCC2)cc1OC	i	-0.7	-8.4	-3.9	-2.1	6.5	5.5	-0.2	-0.2
COc1ccc(Cl)cc1NC(=O)c1cccc(NC(=O)CCC(=O)O)c1	i	-10.7	-6.8	-5.1	-10.3	-3.3	1.3	1.7	-1.5
CC(OC(=O)CNS(=O)(=O)c1ccc2ccccc2c1)C(=O)N(C)c1ccccc1 (stereo not drawn)	i	1.9	1.5	1.9	2.8	10.9	1.2	-1.6	-0.4
Cc1ccc(S(=O)(=O)NCC(c2ccco2)N2CCOCC2)cc1 (stereo not drawn)	i	6.9	-6.2	-3.3	-3.0	8.4	2.0	0.0	-0.1
CCOC(=O)c1cc(-c2ccccc2)sc1NC(=O)CSc1nncs1	i	7.3	14.6	-3.5	-4.3	9.4	0.9	2.0	0.0
CCN(CCNC(=O)C1CCCN(S(=O)(=O)c2cnc[nH]2)C1)c1ccccc1 (stereo not drawn)	i	-4.2	-8.0	-0.9	-3.3	-7.8	2.7	0.1	0.3
CN(CCO)c1cc(N2CCN(C(=O)c3ccco3)CC2)c2nonc2c1[N+](=O)[O-]	i	-9.0	-7.2	-2.1	-0.9	0.9	-8.0	3.1	-0.1
Cc1cc(=O)[nH]c(-c2ccccc2O)n1	.	-4.2	-7.3	-0.5	0.9	-8.3	1.1	.	0.0
COc1cccc(C2Oc3ccccc3C3CC(c4cccs4)=NN32)c1 (stereo not drawn)	i	-62.8	12.4	-12.6	7.0	-41.0	0.2	0.0	-0.9
Cc1ccccc1-n1c(=O)cc(N2CCc3ccccc3C2)[nH]c1=O	i	-4.1	-7.1	1.5	-0.2	22.2	-1.3	-0.1	-0.6
CC(C)(C)OC(=O)n1cc(CCO)c2ccccc21	i	13.6	-5.0	-8.6	-3.6	-5.1	0.9	-0.3	-0.6
O=C(CSCCS(=O)(=O)c1ccc(Cl)cc1)Nc1ccccc1	i	0.3	0.2	-1.7	0.0	2.5	2.2	-0.4	1.1
O=C(N/N=C\c1ccco1)Nc1cccc(Cl)c1	i	3.0	2.7	-1.9	3.8	-1.7	1.1	1.6	-0.6
Cc1ccc(C2(c3noc(CN4C[C@@H](C)O[C@@H](C)C4)n3)CCCC2)cc1	i	7.2	8.0	-4.2	-8.4	0.9	-1.4	0.6	-0.6
Cc1nn(C)cc1CN(C)C(=O)c1cc(COc2ccc(F)cc2F)on1	i	-10.5	-8.2	0.1	-0.2	-11.7	2.3	0.0	-0.4

An excerpt from above in order of number of heavy atoms, smallest number first:
SMILES	Neddyl block	E coli Lon inh	FAS-TE inh	MsrA act	CSN deneddyl inh	MLLE-PAM2 inh	Rin1-Abl PPI inh	MsrA inh	TbMetRS inhib
Cc1cc(=O)[nH]c(-c2ccccc2O)n1	.	-4.2	-7.3	-0.5	0.9	-8.3	1.1	.	0.0
Cc1nn(C)cc1CN(C)C(=O)c1cc(COc2ccc(F)cc2F)on1	i	-10.5	-8.2	0.1	-0.2	-11.7	2.3	0.0	-0.4
CCN(CCNC(=O)C1CCCN(S(=O)(=O)c2cnc[nH]2)C1)c1ccccc1 (stereo not drawn)	i	-4.2	-8.0	-0.9	-3.3	-7.8	2.7	0.1	0.3
CN(CCO)c1cc(N2CCN(C(=O)c3ccco3)CC2)c2nonc2c1[N+](=O)[O-]	i	-9.0	-7.2	-2.1	-0.9	0.9	-8.0	3.1	-0.1

Continuation.
SMILES	Neddyl block	E coli Lon inh	FAS-TE inh	MsrA act	CSN deneddyl inh	MLLE-PAM2 inh	Rin1-Abl PPI inh	MsrA inh	TbMetRS inhib
COc1ccccc1CNC(=O)Cn1c(=O)oc2cc(Cl)ccc21	i	-7.5	-1.6	-5.8	-2.0	15.1	-2.2	-1.9	-0.7
Cc1cccnc1NC(=O)CCNC(=O)c1ccccc1Cl	i	-6.2	0.4	-1.4	-3.7	12.6	1.2	-0.9	-0.4
COc1cc(CN2CCNC(=O)C2CC(=O)N2CCCO2)cc(OC)c1 (stereo not drawn)	i	-2.9	-5.5	-13.2	0.1	3.8	4.3	0.2	-2.2
COc1cc(NC(=O)C2CC3CCC2C3)c(OC)cc1Cl (stereo not drawn)	i	5.7	11.3	-5.7	-1.1	1.9	1.6	-1.8	-0.5
CC(C)Cc1nnc(NC(=O)c2cccc(S(=O)(=O)N3CCOCC3)c2)s1	i	-3.4	0.4	-3.0	0.6	15.4	-2.3	0.6	-0.4
CCN1CCN(CCC(=O)Nc2ccc(F)c(F)c2)CC1	i	-5.8	-4.1	-4.1	2.1	-3.8	2.8	-1.4	-0.3
C=CCNC(=O)CC(=O)N/N=C/c1ccccc1F	i	7.3	-5.9	-2.0	-3.1	1.1	1.4	0.6	-0.1
Cc1ccc(C(=O)Nc2ccc3[nH]c(=O)[nH]c3c2)c(C)c1	i	1.6	-3.6	-0.6	8.5	-0.6	0.5	2.5	-0.3
Cc1ccc(CNC(=O)C(NS(=O)(=O)c2cccc3nsnc23)C(C)C)cc1 (stereo not drawn)	i	-2.5	-1.9	-3.4	1.9	3.2	9.1	0.1	-0.5
Cn1c(NC(=O)c2cccc(Cn3cc(Cl)cn3)c2)nc2ccccc21	i	3.7	-1.1	-2.1	1.1	-0.6	0.4	0.1	0.0
O=S(=O)(c1c(F)cccc1F)N1CCN(C(=S)NCc2ccc3c(c2)OCO3)CC1	i	0.9	13.2	-1.4	-6.5	-125.3	3.8	1.3	0.1
Cc1ccccc1-n1ncc2c1CC(C)(C)CC2NC(=O)CCn1cncn1 (stereo not drawn)	i	-0.9	-2.6	-1.3	-0.8	3.2	0.7	1.3	-0.5
c1ccc2c3c(c(CN4CCCCC4)cc2c1)COC3	i	-1.1	0.0	-1.1	-3.4	-1.2	-0.6	-0.5	-0.1
COc1ccc(C(C)=NOC(=O)c2c(-c3ccccc3Cl)noc2C)cc1CN1CCOCC1	i	5.1	17.9	4.2	5.9	3.0	-0.2	-0.9	0.5
COc1cc(C(=O)NCC(=O)OCc2ccc(F)cc2)cc(OC)c1OC	i	-8.8	-4.3	-3.9	-2.0	-19.2	2.3	0.3	-0.3
CCn1nc([N+](=O)[O-])c2c(-c3nc4ccccc4o3)c(N)n(CCCOC)c2c1=O	i	3.7	7.4	-6.7	-9.9	10.6	-5.2	0.9	-0.6
CCOC(=O)CCCOC(=O)c1ccc(S(=O)(=O)N(C)C)cc1	i	3.0	-1.5	-0.4	-0.2	-8.8	-2.7	0.0	-0.6
O=C(COc1ccccc1Cl)NCCNC(=O)c1cccnc1	i	-2.5	-2.8	-2.2	-1.4	-4.8	1.9	-0.1	-0.6
CC1CCc2sc(C(=O)Nc3ccc(C(N)=O)cc3)cc2C1 (stereo not drawn)	i	-6.4	6.8	-3.7	-2.1	2.5	-13.8	1.8	-0.5
C=CCOc1ccc(NC(=O)C2CC(=O)N(C(C)C)C2)cc1 (stereo not drawn)	i	2.4	-2.8	1.5	0.9	-1.8	2.7	0.7	-0.8
CCCCOn1c(C)c(C(=O)OCC)c2c3nonc3ccc21	.	-4.4	15.9	-1.5	3.3	-3.3	-5.8	2.0	-0.7
Cc1nn(-c2ccccc2)c(Cl)c1C(=O)OC(C)C(=O)NC(=O)NC1CCCCC1 (stereo not drawn)	i	4.8	-11.3	-8.8	-3.7	7.1	2.2	2.7	-1.6
O=C(Nc1cc2c(oc1=O)CCCC2=O)c1cccc(Cl)c1	i	3.2	-0.8	-2.7	-1.5	6.1	2.1	3.6	-0.5
CCCCN(C(=O)Cn1ncc(Cl)c(Cl)c1=O)c1c(N)n(CC(C)C)c(=O)[nH]c1=O	i	-2.1	4.0	-3.4	6.8	-19.2	0.8	.	-1.0
Cc1cc(C)nc(NS(=O)(=O)c2ccc(NC(=O)CSc3ncn[nH]3)cc2)n1	i	-0.1	-6.5	-3.3	5.1	3.5	-0.7	1.2	-0.1
Cc1ccc(NC(=O)N2CCN(C)CC2)cc1NC(=O)N1CCN(C)CC1	i	0.1	-3.5	-3.7	1.2	0.7	2.0	3.3	-0.2
CCn1c(SCC(=O)N2CCC(C)CC2)nnc1-c1ccc(S(=O)(=O)N2CCN(C)CC2)cc1	i	-6.5	-0.6	-10.7	-0.2	5.0	4.0	3.2	-1.1
COc1ccc(CN2C(=O)c3ccccc3C2=O)cc1C(=O)Nc1ccccc1N1CCOCC1	i	3.2	38.5	-7.5	-0.6	4.1	-6.6	0.7	-1.6
CCN(CC)CCNc1cccc2sc3ccccc3c(=O)c12	i	-11.3	4.2	-10.4	6.4	-18.2	-8.4	0.9	-0.4
CC(C)(C)c1cc[n+](C2=C([O-])c3ccccc3C(=O)/C2=N\S(=O)(=O)c2ccccc2)cc1	i	-0.3	-6.1	1.1	0.5	2.4	1.0	-1.2	2.6
Cn1cc2ccc([N+](=O)[O-])cc2n1	i	3.5	0.9	-6.1	0.6	-10.8	0.5	1.1	-0.7
CCOC(=O)c1cccc(NC(=O)C2CCN(c3ncnc4c3nc3n4CCCCC3)CC2)c1	i	-9.5	18.7	-3.1	-0.9	5.1	3.5	1.0	-0.1
COc1cccc(C(=O)N2CCN(C(=O)C3CC3)CC2)c1	i	2.2	-3.8	-4.7	1.3	9.8	3.4	0.1	-0.4
COc1ccc(N2CCN(CC(=O)c3c[nH]c4ccccc34)CC2)cc1	i	-6.3	-5.1	-10.8	4.1	-5.0	5.6	0.5	3.8
N#CC(c1ccc(Cl)cc1)(c1ncc(C(F)(F)F)cc1Cl)N1CCOCC1 (stereo not drawn)	i	-1.7	22.9	-3.8	1.6	0.6	1.2	-1.0	-0.2
COc1ccc(N(CC(=O)N2CCN(C)CC2)S(=O)(=O)c2cc(C)ccc2OC)cc1Cl	i	-5.0	-9.7	-2.9	-1.0	9.7	0.0	1.4	0.0
COc1ccccc1NC(=O)C1CCCCN1S(=O)(=O)c1ccc(F)cc1 (stereo not drawn)	i	12.8	10.0	-10.2	0.9	3.3	-1.7	-1.3	0.0
CC(=O)c1cc(-c2ccccc2)n(CCC(=O)NC2CCC(C)CC2)c1C (stereo not drawn)	i	-14.2	3.4	-3.5	0.3	12.0	2.4	0.8	-0.8
C/C(=N\NC(=O)c1cc(-c2cccc([N+](=O)[O-])c2)n[nH]1)c1ccccc1O	i	5.8	16.9	-11.0	40.2*	8.1	-0.1	-0.2	-1.7
O=C(c1nc2ccccn2c1CNCCCn1ncc2ccccc21)N1CCOCC1	i	-1.0	-13.9	-13.8	-0.1	-9.4	-0.4	-0.3	-0.7
CCn1c(COc2ccc(=O)n(-c3ccccc3)n2)nnc1SC	i	3.0	-2.7	-5.0	-2.9	-1.6	-1.3	0.3	-0.7
